MITF TRPM1 inh: reduces MITF-dependent TRPM1 promoter luciferase signal | hit rate 0.83% among 330,000 | AID 488899 | inhibition, % at 12.5 µM | SK-MEL-5 TRPM1 promoter luciferase, 24 h;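 active = mean inhibition across replicates of 60% or more, whatever share of single replicates reaches that level; inconclusive = some that reach 60%, reason not given; inactive = mean inhibition across replicates below 60%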; note: values of inactives mirror those of a sister screen read the other way
aDG glyco up: alpha-DG glycosylation activation | activation, % at 10 µM | AID 624168 | Pro5-aDG cells, alpha-DG glycosylation AlphaScreen (IIH6); 0% Pro5, 100% B10-LARGE cell signal | hit rate 0.22% among 360,000;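 active = activation of at least 8% versus controls, or a plate z-score of at least 8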;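 note: Pro5 are CHO cells carrying HIG-tagged alpha-DG that lacks glycosylation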
CaV13 ICDI inh: Primary screen for inhibitors of IQ motif and Ca2+-dependent inactivation inhibitor domain binding in CACNA1D, Förster resonance energy transfer in living cells, … | AID 743397 | inhibition, % at 12.3 µM | hit rate 0.098% among 340,000 | HEK cells, CFP/YFP FRET ICDI-IQ, plate reader, 10 min; percent FRET-ratio fall versus neutral wells;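 active = mean replicate inhibition of at least 30% and at least 1% of replicates passing that level; inconclusive = only one of the two criteria is met; inactive = neither criterion is met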;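 note: 0% = median of the neutral control wells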
Peg3 prom inh: Peg3 promoter activity inhibition; HeLa PEG-Prom luciferase reporter, luminescence, overnight; inhibition, % at 20 µM; hit rate 1.7% among 360,000; AID 588405;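 active = inhibition of at least 50% at 20 µM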
Vif imaging: inhibitors of HIV Vif; HEK293T cells, Vif self-association by quenched fluorescence, imaging, 24 h; hit rate 0.35% among 340,000; inhibition, % at 7.49 µM; AID 602346; in the data active = inhibition above about 50%, passing the limit was not always enough; inconclusive = no clear call, values can overlap the other calls; inactive = below about 31%; note: some results filed as inactive read as strong as hits
hiPSC survival: hiPSC single-cell survival enhancement; ATPlite luminescence; 100% = ROCK inhibitor wells, 0% = DMSO; survival enhancement, % at 20 µM; hit rate 0.044% among 360,000; in the data active = survival enhancement above about 18%;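 note: cells exposed to compounds for 16 hours before the ATP read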
NR2E3 ag-1: activates human photoreceptor nuclear receptor NR2E3 | GST-NR2E3/biotin-RetCOR TR-FRET, 1536-well | hit rate 0.12% among 320,000 | Q9Y5X4 | AID 2300 | inhibition of corepressor binding, % at 4.78 µM;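 active = percent inhibition above the cutoff of mean plus 3 SD of all tested compounds, set per screening campaign, cut at about 20% in these data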;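 note: 0% = DMSO wells and 100% = biotin wells as full block of FRET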
Target sequence (Q9Y5X4 whole entry, looked up): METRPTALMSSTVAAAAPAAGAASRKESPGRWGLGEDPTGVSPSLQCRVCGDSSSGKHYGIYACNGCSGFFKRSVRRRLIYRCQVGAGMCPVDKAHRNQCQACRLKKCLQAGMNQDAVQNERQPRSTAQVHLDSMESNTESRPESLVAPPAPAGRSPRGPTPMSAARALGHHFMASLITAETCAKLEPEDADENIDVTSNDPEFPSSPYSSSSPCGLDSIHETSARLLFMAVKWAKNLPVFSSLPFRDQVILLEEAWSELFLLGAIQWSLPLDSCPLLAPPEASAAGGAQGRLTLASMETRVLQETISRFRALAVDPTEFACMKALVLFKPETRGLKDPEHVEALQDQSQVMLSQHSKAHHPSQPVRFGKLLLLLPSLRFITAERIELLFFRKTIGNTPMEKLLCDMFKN
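Assay system: NR2E3–RetCOR corepressor complex. Quantity: 1.35 nM GST-NR2E3. Buffer or medium: pH 7.5 Tris-based buffer. Reagent: biotinylated RetCOR corepressor at 7 nM final. Schedule: 5 h at 4 °C. Detection: TR-FRET, emission read at 617 and 671 nm. Replicates: one well per compound, singlicate testing.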
NR2E3 ag-2: agonists of human NR2E3 nuclear receptor | Q9Y5X4 | inhibition of corepressor binding, % at 3.98 µM | AID 602229 | hit rate 0.35% among 360,000 | CHO-S Gal4-NCOR/VP16-NR2E3 two-hybrid, luciferase;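 active = inhibition above the mean of all tested compounds plus 3 SD, cut at about 70% in these data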;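 note: 0% = DMSO with NR2E3 transfected cells and 100% = cells lacking NR2E3 construct; higher means lower luciferase signal from less NR2E3 corepressor binding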
PDI inh: PDI (human) enzyme inhibition; hit rate 0.052% among 350,000; PDI insulin aggregation turbidity, A650, 90 min; inhibition, % at 10 µM; P07237;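 active = mean inhibition across replicates of 30% or more, whatever share of single replicates reach that level; inconclusive = mean inhibition below 30% while every single replicate reaches 30%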;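 note: absorbance from insulin aggregation driven by PDI reduction with DTT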
Target sequence (P07237 whole entry, looked up): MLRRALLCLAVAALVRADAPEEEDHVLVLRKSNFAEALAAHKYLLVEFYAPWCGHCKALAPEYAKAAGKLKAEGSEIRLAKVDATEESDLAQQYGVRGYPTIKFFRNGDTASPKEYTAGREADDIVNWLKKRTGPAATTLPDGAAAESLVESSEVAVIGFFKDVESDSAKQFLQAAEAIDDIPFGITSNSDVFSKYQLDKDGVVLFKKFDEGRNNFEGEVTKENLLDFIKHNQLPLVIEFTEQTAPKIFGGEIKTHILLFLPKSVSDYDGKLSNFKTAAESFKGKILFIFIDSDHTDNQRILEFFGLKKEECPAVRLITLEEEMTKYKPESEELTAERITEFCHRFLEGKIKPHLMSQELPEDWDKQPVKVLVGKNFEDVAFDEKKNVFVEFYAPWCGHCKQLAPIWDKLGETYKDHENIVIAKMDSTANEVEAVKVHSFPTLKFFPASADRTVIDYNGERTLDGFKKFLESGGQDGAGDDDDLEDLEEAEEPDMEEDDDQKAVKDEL
HIF-2a block: HIF-2a inhibition | 786-0 RCC cells HIF-2a reporter, luciferase luminescence, overnight | inhibition, % at 18.8 µM | hit rate 0.72% among 360,000 | AID 624352;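 active = inhibition of the luminescence signal of 40% or more relative to plate controls, in a single-dose primary screen at 18.75 µM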
Granule exo inh: blocks lytic granule exocytosis. TALL-104 LAMP-1 surface exposure, flow cytometry; cells stimulated with thapsigargin and PMA. inhibition, % at 10 µM. hit rate 0.66% among 360,000;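 active = inhibition above about 55%, limit read from the data; inconclusive = no clear call, values can overlap the other calls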
Active calls of the source: *; ? = inconclusive; . = no result given.

SMILES	MITF TRPM1 inh	aDG glyco up	CaV13 ICDI inh	Peg3 prom inh	Vif imaging	hiPSC survival	NR2E3 ag-1	NR2E3 ag-2	PDI inh	HIF-2a block	Granule exo inh
O=C(COCc1ccccc1)N[C@@H](Cc1ccc(O)cc1)C(=O)O	.	-0.2	-10	-14	-3	-1.0	6	20	20	10	-2
CC(=Nc1ccccc1)C1=C(O)C(Cc2ccccc2)NC1=O (stereo not given)	5	-0.2	-6	-245	?	-0.7	.	-8	5	-152	10
COc1ccc(OC)c(S(=O)(=O)NCc2cc(-c3ccccc3)no2)c1	-10	0.1	-5	14	4	0.2	1	11	12	16	10
NC(=O)N/N=C/c1c(F)cccc1F	-10	0.1	-3	24	13	0.2	6	16	-2	12	-3
Cc1ccc(S(=O)(=O)N(C)C)cc1NC(=O)c1cc(=O)c2ccccc2o1	0	-0.2	-5	-35	-2	-0.2	-3	-11	3	-34	-6
COCCN(Cc1ccccc1)C(=O)c1cc(-c2ccc(OC)c(OC)c2)nc2ccccc12	-1	-0.6	-6	52*	-5	-0.1	2	-8	2	5	9
CC(=O)N1CCC(N(CCN2CCOCC2)C(=S)Nc2cc(C)ccc2C)CC1	-10	0.3	-3	7	-1	0.1	-3	4	-3	14	-3
CC1CCCCC1NC(=O)/C(C#N)=C/C=C/c1ccccc1[N+](=O)[O-] (stereo not given)	87*	-0.1	12	111*	4	-0.1	3	2	-2	80*	35
COc1ccc(OC)c(N(CC(=O)Nc2ccc(NC(C)=O)cc2)S(C)(=O)=O)c1	10	-0.1	-9	11	-2	-2.2	2	-2	-6	1	1
CCN(CC)S(=O)(=O)c1ccc2oc(Nc3ccc(OC)cc3)nc2c1	1	0.3	-18	-28	-13	0.6	-1	-17	-1	-38	-11
N=c1c(C(=O)NC2CCCC2)cc2c(=O)n3ccccc3nc2n1CCCN1CCOCC1	2	-0.2	2	-6	7	0.4	1	-19	-2	16	11
CC(=O)Nc1cccc(-c2ccnc3c2CC(C)(C(=O)NCc2cccs2)O3)c1 (stereo not given)	.	0.2	-6	11	4	2.5	.	-21	8	19	9
CC(=O)/C=C1\N(C)c2ccc(C)cc2C1(C)C	-4	1.6	-3	6	15	-1.5	1	-4	4	9	-2
Cc1ccc2nc(Nc3ccc4[nH]c(=O)[nH]c4c3)c(-n3nc(C)cc3C)nc2c1	-63	0.2	.	-164	21	-2.5	2	-23	-36	-152	2
Cc1ccc(CCNC(=O)CCn2c(=O)c3cccn3c3ccc(F)cc32)cc1	8	-0.2	-3	11	13	-0.2	3	-19	-8	-4	2
CCc1ccc(N(CC(=O)NC(C)(C)CC)C(=O)CCC(=O)Nc2nccs2)cc1	2	0.2	-19	9	0	1.3	2	-26	13	17	-10
CC(C)N1CCC1(C)C(=O)Nc1ccc2cn[nH]c2c1 (stereo not given)	.	0.2	-5	2	1	5.6	.	-2	9	13	-5
Cc1ccccc1OCCC(=O)NNC(=O)c1ccccc1F	3	0.6	-5	-7	-2	-0.4	.	-13	-8	13	-3
CCOC(CNc1ncnc2c1cnn2C)OCC	3	-0.2	-7	12	25	0.5	2	-27	-8	18	6
O=C(O)CCNc1ccc(NCCC(=O)O)c2c1C(=O)c1ccccc1C2=O	25	-0.2	-5	10	-9	-0.2	-54	5	3	24	7
O=c1[nH]c(CN2CCN(C/C=C/c3ccccc3)CC2)nc2ccccc12	6	0.0	-6	-6	1	-2.3	0	-27	-4	-16	1
O=C(Nc1ccccc1)N1CCC(O)(c2cccc(C(F)(F)F)c2)CC1	10	0.1	-2	20	1	0.3	3	13	-2	23	3
CCC/C(=N\NC(=O)C1CCCC1)c1ccccc1	13	0.1	-12	8	.	0.1	4	-57	2	0	-2
Cc1ccccc1NC(=O)c1cc(C(=O)c2cc(Cl)ccc2O)cn(-c2ccccc2C)c1=O	53	-0.5	-17	-37	-24	2.2	2	12	14	-42	0
CC(C)NC(=S)N/N=C1\CCCc2ccccc21	15	0.2	-6	-13	-6	0.1	-3	-28	0	-41	4
Cc1ccc(NC(=O)CNCc2ccccc2Cl)cc1S(=O)(=O)N(C)C	-12	0.0	-18	-93	-1	-0.3	2	-20	3	-118	-6
CC(C)(C)OC(=O)C[C@H]1C/C=C\C[C@@H](CC(=O)N[C@@H](CO)Cc2ccccc2)C(=O)NC[C@@H](c2ccccc2)OC1=O	4	0.5	-5	3	-4	-1.3	.	5	-6	9	-13
Cc1cc(SCC(=O)c2ccccc2)nc(C)n1	-63	-0.1	-6	-218	10	-2.0	-1	-50	1	-173	-1
O=C(COC(=O)c1ccccc1[N+](=O)[O-])Nc1cccnc1Cl	-26	-0.2	-4	-15	-2	-0.1	-5	-24	3	9	14
O=C(CNC(=O)c1cccs1)N/N=C/c1cccc(Cl)c1	-15	0.2	-2	-35	0	-0.4	-3	-41	-1	-74	-2

Three entries already listed, arranged by the value under NR2E3 ag-2, rising.
compound	NR2E3 ag-2
CCC/C(=N\NC(=O)C1CCCC1)c1ccccc1	-57
CC(C)NC(=S)N/N=C1\CCCc2ccccc21	-28
Cc1ccccc1OCCC(=O)NNC(=O)c1ccccc1F	-13

The list goes on.
SMILES	MITF TRPM1 inh	aDG glyco up	CaV13 ICDI inh	Peg3 prom inh	Vif imaging	hiPSC survival	NR2E3 ag-1	NR2E3 ag-2	PDI inh	HIF-2a block	Granule exo inh
COCCCn1c(=S)[nH]c2sc3c(c2c1=O)CCCS3	-8	-0.1	-5	1	-2	0.1	9	-32	-4	5	-3
COc1cccc(N2C(=O)Nc3ccc(Br)cc3C2(O)C(=O)NCCCOC(C)C)c1 (stereo not given)	-2	0.1	-1	13	1	-0.4	3	2	-9	10	5
Cc1ccc(-c2nnc(SCC(=O)N(C)C)nc2-c2ccc(C)cc2)cc1	10	-0.2	-5	15	-1	-0.7	2	-30	-1	-3	11
CCOC(=O)C1C(C(=O)OC)=C(C2=CCCCC2)c2ccccc2N1S(=O)(=O)C(F)(F)F (stereo not given)	7	0.0	-6	-2	-5	2.4	.	-2	-11	9	-2
CC(=O)c1cc2c(cc1NC(=O)CN1CCC(Cc3ccccc3)CC1)OCO2	6	0.3	.	2	3	5.4	1	8	-1	18	2
O=C(Cc1ccccc1F)Nc1ccc(Cl)nc1	14	0.0	-4	1	8	-3.0	-1	-30	-4	-11	-4
Cc1cc(SCc2ccc(Cl)cc2)nc(=O)[nH]1	-21	-0.1	-7	-42	2	-0.6	0	-68	-9	-45	-2
CS(=O)(=O)N(CC(=O)Nc1ccc2c(c1)OCO2)Cc1ccc(Cl)cc1	4	0.2	-5	-2	-1	2.5	1	-19	3	-6	-1
COc1ccc(CN(C)C(=O)CCN=C2NS(=O)(=O)c3ccccc32)c(OC)c1	3	0.3	-2	19	16	2.4	0	4	-6	8	5
COc1ccc(-c2cc(C(F)(F)F)n3nc(C(=O)NCCN4CCOCC4)cc3n2)cc1	18	0.0	-6	0	-1	1.1	3	-48	-1	17	0
COc1cc(C(C2C(=O)CC(C)(C)CC2=O)C2C(=O)CC(C)(C)CC2=O)cc(OC)c1OC	-3	0.1	-19	13	-11	-0.2	2	-4	-2	8	7
CCOc1ccccc1/C=N/NC(=O)c1nnn(-c2nonc2N)c1CN1CCC(C)CC1	-22	-0.1	1	44	11	1.0	0	-28	13	-7	42
COc1cc(NS(=O)(=O)c2cc(C(=O)N3CCN(C(C)=O)CC3)ccc2OC)cc(OC)c1	-8	0.2	-5	14	12	3.0	0	3	-3	18	10
COCCN(C(=O)CCCC(=O)Nc1ccccn1)C(C(=O)NC1CCCC1)c1ccc(C)cc1 (stereo not given)	-7	-0.1	.	7	2	3.3	-1	-21	-7	10	1
CCN(CC(=O)NCCc1ccccc1)S(=O)(=O)c1ccc(C)cc1	0	0.1	-4	19	-8	5.7	-2	-10	7	13	-11
O=C(Cn1cncn1)c1ccc(Cl)cc1	4	0.2	-4	8	1	-0.6	-1	3	5	7	3
COc1cc(OC)nc(Nc2nc(C(N)Cc3ccc(Cl)cc3)cs2)n1 (stereo not given)	.	0.8	-11	99*	19	-3.2	.	-12	0	7	21
CSc1ncnc2c1ncn2CCCN1CCN(c2ncccn2)CC1	.	0.1	-10	-6	14	-1.9	.	-4	-9	0	-2
c1ccc2sc(NC3=NCN(C4CCCCC4)CN3)nc2c1	-12	0.3	-9	-25	-3	-0.1	2	-15	-5	-70	-2
CCCCOCCCNC(=O)COc1ccccc1	4	0.0	-7	-1	.	-1.0	1	4	-10	3	-5
O=C(COC(=O)c1cccs1)NCCc1ccc(F)cc1	-10	0.0	-5	24	-7	-0.4	.	-20	-5	7	0
Cc1ccc(C(=O)NCCCNC(=O)c2ccco2)cc1	-7	0.0	-3	7	-37	-0.6	5	-9	-4	3	1
Cc1ccc(C)c(NC2=NS(=O)(=O)c3ccccc32)c1	0	-0.2	-9	10	.	-1.6	1	-12	3	9	1
COC(=O)c1c(NS(=O)(=O)c2ccc(C)cc2)sc2c1CCC(C)C2 (stereo not given)	2	-0.1	-4	12	-1	-1.5	1	-20	0	16	-2
N#Cc1cc(-c2ccccc2)nc(N2CCNCC2)n1	17	0.2	-2	17	1	-0.4	9	23	1	29	-2
Cc1cccc(OCC(=O)NC2CCCCCC2)c1C	-12	-0.2	-6	-47	2	0.1	-2	6	3	-110	-15
C/C(=N\N=C(c1ccccc1)c1ccccc1)c1cccs1	-3	-0.7	.	-51	-14	-2.0	3	2	-2	-58	2
O=C(Nc1ccc(S(=O)(=O)N2CCCCC2)cc1)c1ccc(CN2CCc3ccccc3C2)cc1	42	0.7	.	42	-29	-2.9	1	54	11	19	1
CCCCCNC(=O)c1cc(S(=O)(=O)N2CCCCC2)ccc1F	-11	0.3	-5	4	-2	-1.5	5	-18	0	2	0
CC(=O)Nc1ccc(C(=O)Cn2nnc3ccccc3c2=O)cc1	-25	0.1	-4	-86	-3	-0.8	3	-33	1	-110	3
CCOc1ccc2c(c1)N(C(=O)CN1C(=O)CCC1=O)C(C)(C)C=C2C	8	-0.1	-6	14	2	1.8	-1	-5	-3	13	-3
Cc1cc(C)cc(NC(=O)N2CCCCCCC2)c1	-4	-0.2	-11	5	47	2.0	0	2	3	0	-1
COc1cccc(CNC(=O)CCNC(=O)c2ccc(Br)o2)c1	-3	-0.2	-6	3	-7	-0.5	-3	-34	0	10	1
COc1ccc(-c2cc(C(=O)N3CCN(C(c4ccccc4)c4ccccc4)CC3)no2)cc1	-2	0.1	-5	12	-15	4.4	5	-17	-2	-22	0

Screens (PubChem)
